Source: PubChem
A3G deaminase: APOBEC3G DNA deaminase inhibitors, primary screen, biochemical, fluorescence, single-stranded DNA substrate, uHTS | AID 493012, 2011 | inhibition, % at 20 µM | hit rate 0.28% among 330,000 | recombinant A3G, ssDNA deamination FAM/TAMRA fluorescence;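 active = inhibition of at least 40% at 20 µM, with no more than 30% in the related APOBEC3A deaminase screen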;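 also: plate controls were DMSO wells with A3G for no effect and wells lacking A3G enzyme for full effect; some compounds called inactive have numbers as strong as hits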
CCR6 antagonist: CCR6 receptor antagonists, primary screen, cell-based, CHO-K1, luminescence, beta-arrestin, uHTS; AID 493098, 2011; hit rate 0.49% among 340,000; C-C chemokine receptor type 6 (Homo sapiens), P51684; CHO-K1 CCR6 PathHunter beta-arrestin, CCL20-stimulated; inhibition, % at 20 µM;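 active = compounds whose inhibition of the agonist-driven luminescence signal at 20 µM reaches about 50%, limit read from the data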;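 also: cells stimulated with CCL20 at 14 nM final; plate controls were DMSO with CCL20 for no effect and DMSO without agonist for full effect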
Target sequence (P51684 whole entry, looked up): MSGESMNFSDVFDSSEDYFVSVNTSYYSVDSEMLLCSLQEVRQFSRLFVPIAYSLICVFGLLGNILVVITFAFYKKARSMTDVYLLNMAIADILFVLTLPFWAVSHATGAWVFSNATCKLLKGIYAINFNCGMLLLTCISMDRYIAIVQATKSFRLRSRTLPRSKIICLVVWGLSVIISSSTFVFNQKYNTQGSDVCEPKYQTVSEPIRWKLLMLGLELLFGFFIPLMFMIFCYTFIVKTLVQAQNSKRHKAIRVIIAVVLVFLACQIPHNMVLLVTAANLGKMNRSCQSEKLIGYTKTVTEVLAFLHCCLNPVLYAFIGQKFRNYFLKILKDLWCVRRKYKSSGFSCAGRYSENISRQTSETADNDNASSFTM
CXCR6 block: CXCR6 receptor inhibitors, primary screen, cell-based, beta-arrestin, luminescence, CHO-K1 PathHunter, 1536-well | C-X-C chemokine receptor type 6 (Homo sapiens), O00574 | inhibition, % at 20 µM | hit rate 0.36% among 360,000 | AID 602244, 2012; in the data active = inhibition above about 34%, passing the limit was not always enough;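 also: antagonist mode with CXCL16 agonist at 10 nM final; 0% = 10 nM CXCL16 with DMSO and 100% = unstimulated wells without agonist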
Target sequence (O00574 whole entry, looked up): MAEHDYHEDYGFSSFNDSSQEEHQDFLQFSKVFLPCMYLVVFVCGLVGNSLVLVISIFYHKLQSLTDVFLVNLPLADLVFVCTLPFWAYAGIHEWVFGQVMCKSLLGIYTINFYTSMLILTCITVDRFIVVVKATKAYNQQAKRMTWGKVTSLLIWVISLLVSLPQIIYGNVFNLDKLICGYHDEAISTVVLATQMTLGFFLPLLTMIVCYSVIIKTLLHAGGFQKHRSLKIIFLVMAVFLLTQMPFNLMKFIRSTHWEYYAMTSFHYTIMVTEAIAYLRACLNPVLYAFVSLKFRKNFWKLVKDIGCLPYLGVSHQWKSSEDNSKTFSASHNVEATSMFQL
A3A deaminase: APOBEC3A ssDNA deaminase inhibitors, primary screen, selectivity assay for APOBEC3G inhibitor project, biochemical, FAM/TAMRA oligo cleavage fluorescence | DNA dC->dU-editing enzyme APOBEC-3A (Homo sapiens), P31941 | recombinant A3A, FAM/TAMRA ssDNA deamination fluorescence | inhibition, % at 20 µM | hit rate 0.41% among 330,000 | AID 493011, 2011;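 active = at least 40% inhibition at 20 µM here, with at most 30% in a related deaminase screen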;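 also: plate controls were A3A with DMSO for no effect and wells lacking A3A enzyme for full effect; some results filed as inactive read as strong as hits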
Target sequence (P31941 whole entry, looked up): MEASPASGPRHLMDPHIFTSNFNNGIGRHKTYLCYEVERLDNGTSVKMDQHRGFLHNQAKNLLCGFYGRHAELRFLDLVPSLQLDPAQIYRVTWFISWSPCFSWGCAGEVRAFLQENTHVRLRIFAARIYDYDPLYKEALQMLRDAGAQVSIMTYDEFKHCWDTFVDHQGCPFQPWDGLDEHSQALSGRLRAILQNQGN
MPTP inh: mitochondrial permeability transition pore inhibitors, primary screen, biochemical, isolated mouse mitochondria, absorbance. Ca2+ swelling absorbance, 30 min. inhibition, % at 10 µM. hit rate 1.4% among 360,000. AID 602449, 2012;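 active = inhibition of 50% or more, scaled per plate between neutral and stimulator controls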;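 also: 0% = DMSO wells given calcium and 100% = 1 mM EGTA wells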
GRIN3A LBD mod: binders of NR3A ligand-binding domain, primary screen, biophysical, differential scanning fluorimetry, uHTS. Glutamate receptor ionotropic, NMDA 3A (GRIN3A) ligand-binding domain. NR3A LBD differential scanning fluorimetry, Tm shift; 0% = protein alone, 100% = glycine-bound protein. Tm shift relative to glycine control, % at 25 µM. hit rate 2.5% among 340,000;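 active = melting temperature shift of at least 10% of the positive control shift, at one fixed dose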
EBI2 antag: EBI2 receptor antagonists, beta-arrestin recruitment, primary screen, cell-based, luminescence, 7a,25-OHC stimulation, uHTS. inhibition, % at 5 µM. G-protein coupled receptor 183 (Homo sapiens), P32249. hit rate 0.81% among 360,000. 7a,25-OHC stimulated. AID 651636, 2012; in the data active = inhibition above about 38%;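 also: enzyme fragment complementation signal reports receptor beta-arrestin coupling in cells; 0% = agonist plus DMSO wells and 100% = wells without agonist; some results beyond the cut were filed as inactive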
Gli-Sufu block: Gli-Sufu pathway antagonists, primary screen, luciferase luminescence, Sufu-KO-LIGHT cells, uHTS | inhibition, % at 5 µM | AID 588413, 2011 | Sufu-KO-LIGHT fibroblasts, Gli luciferase reporter luminescence | hit rate 0.74% among 340,000;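 active = inhibition above about 55%, limit read from the data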;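 also: 0% = DMSO-treated cells and 100% = wells with medium but no cells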
Active calls of the source: *; nt = no result given.

Structure,A3G deaminase,CCR6 antagonist,CXCR6 block,A3A deaminase,MPTP inh,GRIN3A LBD mod,EBI2 antag,Gli-Sufu block
CCOc1cc(/C=C2\C(=O)N(c3cccc(C(F)(F)F)c3)C(=O)c3ccccc32)ccc1O,3,46,44*,-1,4.4,5,4,0
CCOC(=O)N1CCN(CC(=O)NC(=O)Nc2ccc3c(c2)OCCO3)CC1,-2,8,6,-3,0.5,0,1,0
O=C(O)c1ccccc1C(=O)N1CCN(C(=O)c2ccccc2Cl)CC1,-7,-9,7,-4,-0.8,0,-11,2
Cn1c(-c2ccccc2)c(/C=N/NC(=O)c2cccnc2)c2ccccc21,0,20,1,-1,-0.4,-2,-2,-20
Cn1c(C(=O)OC(C(=O)NC2CCCCC2)c2cccnc2)cc2sccc21 (stereo not given),-3,2,3,-3,-1.0,-5,5,3
Nc1nonc1C(=O)NCCN=Cc1ccccc1O,-6,1,-2,-17,8.8,0,-6,2
O=C(Nc1ccccc1C(=O)Nc1ccccc1)c1ccco1,-6,19,0,1,-1.0,1,-6,-9
Cc1ccc(C(=O)NCC(=O)OC(C)C(=O)Nc2ccc(N3CCOCC3)cc2)s1 (stereo not given),-6,9,-2,2,-0.7,-2,-4,-13
CCOC(=O)c1c(C)nn(-c2ccc(NC(=O)c3cccs3)cc2)c1C,-1,6,-10,-1,1.4,-1,-2,3
CCOc1ccc(C(=O)NC(=S)Nc2cccnc2)cc1,-2,7,1,-1,-0.4,-1,-3,-16
O=C1CC(c2ccc(F)cc2)Sc2nc(-c3ccccc3)c(-c3ccccc3)n21 (stereo not given),-5,11,-3,3,0.6,-1,5,-9
CCCn1nc2cc(C(=O)NCCc3cccs3)ccc2c1OCC,-8,-5,-5,-3,-1.5,1,-9,-48
O=C(NCCc1c[nH]c2ccccc12)/C(=C\c1cccnc1)NC(=O)c1ccccc1F,-9,-13,-3,-6,0.3,0,-3,-6
COc1cccc(OCC(O)CNC(=O)c2oc3c(C)c(C)ccc3c2C)c1 (stereo not given),0,-2,-8,-4,7.0,-11,5,-14
CCOc1ncccc1C(=O)N1CCN(c2cccc(C)c2C)CC1,nt,12,0,nt,1.2,-2,-19,48
Cc1ccnc(SCC(=O)c2ccc([N+](=O)[O-])cc2)n1,-5,0,-8,-1,-1.0,0,-24,0
C/C(=N\NC(=O)CC1N=C(Cc2ccccc2)NNC1=O)c1ccc(Cl)cc1Cl (stereo not given),1,13,-15,4,-1.7,2,4,-6
CCOC(=O)C1CCCN(S(=O)(=O)c2ccc3ccccc3c2)C1 (stereo not given),-2,7,6,-2,0.2,1,-4,-2
O=C(c1ccccc1)c1ccc(OCC(O)CNC2CCCc3ccccc32)cc1 (stereo not given),-2,-8,-13,-2,1.2,-4,-6,22
CC(Sc1ccc(S(=O)(=O)N2CCN(C)CC2)cn1)C(=O)NC1CCCCC1 (stereo not given),-2,4,-3,-2,-0.3,0,-9,6

(cont.)
Structure,A3G deaminase,CCR6 antagonist,CXCR6 block,A3A deaminase,MPTP inh,GRIN3A LBD mod,EBI2 antag,Gli-Sufu block
Cc1ccc(OCCn2cc(C#N)c3ccccc32)cc1,-1,16,4,-3,0.3,-3,21,1
NS(=O)(=O)c1ccc(CNS(=O)(=O)c2ccc(Cl)nc2)cc1,-2,-3,-3,-1,2.2,1,0,-4
COc1ccc(NC(=O)C2CCCN(c3nn4c(=O)cc(C)nc4s3)C2)c(OC)c1 (stereo not given),-4,14,-1,1,-1.6,-1,-19,7
COc1ccc(C(=O)Nc2cc3c(oc2=O)CCCC3=O)cc1,17,-5,-6,36,-1.9,0,0,-33
CCOC(=O)CNC(=O)c1cn(CC)c(=O)c2cc(OC)c(OC)cc12,3,-10,-10,1,-1.6,-2,4,1
Cc1ccc(S(=O)(=O)N2CCC3(CC2)OCCO3)s1,-5,-2,-6,-3,-1.1,2,9,-2
Cc1ccc(N2C(=O)CC(Sc3ccccc3C(=O)O)C2=O)c([N+](=O)[O-])c1 (stereo not given),-4,5,2,-1,-0.8,-1,14,-9
CCN1C(=O)[C@@H]2[C@@H](c3ccc(-c4ccc5c(c4)OCO5)cc3)N3CCCC[C@@]3(C(=O)OC)[C@@H]2C1=O,-11,-8,2,-5,0.7,2,30,5
COc1ccc(OC(C)C(=O)N2CCCc3ccccc32)cc1 (stereo not given),-9,-7,5,-4,1.1,1,3,3
COCC(O)CSc1nc(C)[nH]c1[N+](=O)[O-] (stereo not given),0,8,6,-3,-0.9,0,6,-3
COc1nc(Cc2ccc(Cl)cc2)nc2ccccc12,-2,7,-4,0,3.6,-2,-4,-7
CCOc1cccc(/C=C/c2ccc3cccc(O)c3n2)c1OC,-9,31,24,-5,0.4,nt,13,14
CCN1C(=O)C(CC(=O)Nc2ccc(Cl)cc2)N(NC(=O)c2ccncc2)C1=S (stereo not given),-3,4,5,-4,3.8,0,-2,-15
CCOC(=O)CCc1c(C)n(CC)c2cc(-c3ccccc3OC)nn2c1=O,-4,13,-4,-6,-0.5,-2,-2,-4
COc1ccccc1C(=O)COC(=O)c1ccc(-n2cnnn2)cc1,-13,7,2,-6,-0.9,1,-8,-5
Clc1cnc(Nc2cccnc2)c(Cl)c1,-6,-10,2,-2,-1.3,0,-4,-21
O=C(COC(=O)Cn1ccc(=O)[nH]c1=O)Nc1ccc(F)cc1,-5,6,-7,-4,-0.8,-2,-5,0
COc1ccc(Cl)cc1NC(=O)CSc1nc(=O)n(CCN(C)C)c2c1CCCC2,-6,1,5,2,-0.5,3,10,13
Cc1ccccc1C(=O)NN1CC(C(=O)OCc2ccc(Cl)c(Cl)c2)CC1=O (stereo not given),-6,16,-7,4,-0.2,-6,-3,-6
COc1c(Cl)cccc1-c1cn2ccc(C)cc2n1,-6,-5,-7,-3,1.5,11*,-10,-77

(continued)
Structure,A3G deaminase,CCR6 antagonist,CXCR6 block,A3A deaminase,MPTP inh,GRIN3A LBD mod,EBI2 antag,Gli-Sufu block
CCN1C(=O)c2ccccc2S(=O)(=O)c2ccc(C(=O)NC(C)C)cc21,-5,-6,7,-4,0.5,0,-11,2
Cn1cnnc1SCC(=O)N1N=C(c2ccc(Cl)cc2)CC1c1ccco1 (stereo not given),-5,5,17,-2,-0.2,0,-8,2
O=C(CSc1nc2ccccc2n1CCc1ccccc1)NC1CCS(=O)(=O)C1 (stereo not given),-6,-2,6,-3,-1.1,0,-5,1
CCN1CCN(c2ccc(S(=O)(=O)N3CCOCC3)cc2NC(=O)c2ccccc2SC)CC1,-14,2,4,13,-0.2,0,-2,4
CC1=C(C(=O)O)N2C(=O)C(NC(=O)c3ccn(C)n3)C2SC1 (stereo not given),-4,19,-2,-2,0.1,2,-4,0
CN(C)NC(=S)NC(=O)C12CC3CC(CC(C3)C1)C2,-5,7,1,1,-0.2,0,-6,-2
CCOc1ccccc1NS(=O)(=O)c1cc2c3c(c1)CC(=O)N3CCC2,-3,-6,0,-2,0.2,9,7,-11
O=C(c1cc([N+](=O)[O-])ccc1N1CCCCC1)N1CCc2ccccc21,-5,27,15,-2,4.3,-13,17,-9
Nc1ccc(N2CCN(C(=O)c3ccco3)CC2)cc1,-3,-2,-8,-1,-0.3,-1,-13,33
CC1(C)CNC(=O)c2sc(N3CCCCC3)nc2C1,-1,3,3,2,0.7,-2,4,-11
CCOC(=O)c1ccc(N2C(=O)Cc3ccccc3C2=O)cc1,-9,7,-10,-4,0.4,-5,-3,34
Cc1ccc(N2CC(C(=O)N/N=C/c3sccc3C)CC2=O)cc1 (stereo not given),-3,1,2,-5,3.5,-10,-4,-3
CCOc1ccc(OCCC(=O)OCC(=O)Nc2cccc(S(=O)(=O)N3CCCCC3)c2)cc1,nt,13,2,nt,-0.8,-10,1,-4
O=C(c1ccco1)N1CCN(c2nc(C(F)(F)F)nc3c2nnn3Cc2ccccc2)CC1,-7,12,12,0,1.3,1,48*,-3
CNS(=O)(=O)c1cccc(C(=O)OCC(=O)c2cc(C)n(-c3ccc4c(c3)OCO4)c2C)c1,-4,2,-16,-11,-3.0,-3,20,7
Cc1cccc(C)c1NC(=O)c1c[nH]c2ccccc12,-6,4,-7,-3,1.3,10,3,-24
CC(=O)c1ccc(NC(=O)C2CC(=O)Nc3nc4ccccc4n32)cc1 (stereo not given),-8,2,1,-6,1.3,0,2,12
CCNc1nc(NCC)n2c(SCC(=O)Nc3cccc(Cl)c3)nnc2n1,4,1,-2,13,1.2,2,-2,2
O=C(c1nn2c(C(F)(F)F)cc(-c3ccc(F)cc3)nc2c1Cl)N1CCOCC1,-7,-11,8,-4,0.1,1,4,0
Cc1ccc(S(=O)(=O)CC(=O)N2CCCC2)cc1,-6,-10,-21,-4,-0.4,0,-10,1

Remaining list, next part.
Structure,A3G deaminase,CCR6 antagonist,CXCR6 block,A3A deaminase,MPTP inh,GRIN3A LBD mod,EBI2 antag,Gli-Sufu block
COc1ccccc1CNC(=O)CN(c1ccc(C)cc1)S(=O)(=O)c1c(C)nn(C)c1C,-6,-10,2,-1,2.8,1,3,11
Cc1cc(C(=O)OCC(=O)NC(C)(C)C)c2ccccc2n1,-7,-8,-12,0,-1.7,0,-11,1
CCP(=O)(CC)C(C)(C)CP(=O)(c1ccccc1)c1ccccc1,-10,-5,0,0,-2.1,-1,-28,-1
COc1ccc(CCNC(=O)COC(=O)/C=C/c2cc(OC)ccc2OC)cc1,3,-1,8,2,-0.6,1,25,2

Results in A3A deaminase and CXCR6 block (two entries from above):
| Molecule | A3A deaminase | CXCR6 block |
| --- | --- | --- |
| COc1ccc(NC(=O)C2CCCN(c3nn4c(=O)cc(C)nc4s3)C2)c(OC)c1 (stereo not given) | 1 | -1 |
| COc1ccc(C(=O)Nc2cc3c(oc2=O)CCCC3=O)cc1 | 36 | -6 |
